MOR-DOR ag = agonists of human mu-delta opioid receptor heterodimerization; cells, OPRM1-OPRD1 heterodimerization, luminescence; activation, % at 9.3 µM; P35372+P41143; 0.3% of 340,000 active; in the data active = activation above about 18%;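 note: 0% = vehicle-treated cells and 100% = reference agonist; values of inactives mirror those of a sister screen read the other way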
HTR5A inv ctr = HTR5A inverse agonism, opioid heterodimer counter-screen; P47898; HTR5A cell line, luminescence; inhibition, % at 9.3 µM; 0.083% of 340,000 active; in the data active = inhibition mostly above about 23%, no sharp cut-off; inactive = mostly below about 18%;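 note: 0% = cells with DMSO and 100% = no-cell wells with DMSO; some compounds called inactive have numbers as strong as hits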
Target sequence (P47898 whole entry, looked up): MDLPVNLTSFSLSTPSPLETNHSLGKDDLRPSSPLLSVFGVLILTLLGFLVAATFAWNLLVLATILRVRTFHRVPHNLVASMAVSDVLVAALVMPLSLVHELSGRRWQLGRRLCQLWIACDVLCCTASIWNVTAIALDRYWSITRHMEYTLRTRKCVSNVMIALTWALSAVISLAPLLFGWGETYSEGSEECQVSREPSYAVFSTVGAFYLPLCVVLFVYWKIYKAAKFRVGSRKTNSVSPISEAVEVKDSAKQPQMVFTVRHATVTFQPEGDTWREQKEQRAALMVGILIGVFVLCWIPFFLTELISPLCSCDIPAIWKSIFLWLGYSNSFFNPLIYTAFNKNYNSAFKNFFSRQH
HTR5A ag ctr = HTR5A agonism, opioid heterodimer counter-screen | P47898 | HTR5A agonist assay, luminescence, cell-based | activation, % at 9.3 µM | 0.61% of 340,000 active; in the data active = activation mostly above about 9.5%, no sharp cut-off; inactive = mostly below about 7.6%;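 note: 0% = cells with vehicle only and 100% = reference agonist; strong numbers were not always called active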
RTF Ca sens inh = cardiac RTF calcium desensitization; 0.12% of 340,000 active; AID 493244; inhibition, % at 7.15 µM; P19429+P45379; IANBD-labeled cardiac RTF, Ca2+ fluorescence;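 active = inhibition above the mean inhibition of all tested compounds plus 3 SD, cut at about 17% in these data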;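 note: assay run at fixed EC70 calcium of 1.6 mM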
MOR-DOR inv ag = inverse agonist of human OPRM1-OPRD1 heterodimerization. inhibition, % at 9.3 µM. AID 504357. P35372+P41143. cell-based MOR-DOR heterodimer luminescence, inverse agonism. 0.21% of 340,000 active; in the data active = inhibition above about 22%, passing the limit was not always enough;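 note: 0% = cells with DMSO and 100% = wells without cells with DMSO; values of inactives mirror those of a sister screen read the other way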
V-ATPase pH = alters yeast V-ATPase proton transport; AID 504577; S. cerevisiae, pHLuorin cytosolic pH fluorescence; response, % at 10 µM; 0.37% of 350,000 active; in the data active = response mostly above about 7.3%, no sharp cut-off; inactive = mostly below about 5.4%; note: actives read high; inactives centre near 0; some compounds called inactive have numbers as strong as hits; reference of the scale not given here
RTF Ca sens act = increases calcium sensitivity of human cardiac regulated thin filaments. P19429+P45379. IANBD-labeled TnC RTF fluorescence at EC20 calcium; 0% EC20 calcium, 100% full calcium. activation, % at 7.2 µM. 0.24% of 340,000 active;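 active = activation above the mean over all tested compounds plus 3 SD, cut at about 30% in these data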;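 note: rise in fluorescence read as greater calcium sensitivity of cardiac thin filaments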
LANA DNA inh = blocks KSHV LANA C-terminal domain binding to DNA. MBP-C-LANA/FAM-LBS DNA binding, fluorescence polarization. inhibition, % at 9 µM. 0.078% of 340,000 active;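 active = highest replicate inhibition at or above 60% at 9 µM, even if other replicates fall short; inactive = all replicates below 60% inhibition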;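 note: 0% = neutral control wells and 100% = 4 µM acridine orange control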
CAL PDZ FP = blocks peptide binding to the human CAL PDZ domain; inhibition, % at 24.9 µM; AID 602252; 0.92% of 300,000 active; purified CAL PDZ, TMR-peptide fluorescence polarization, 1 h;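 active = mean inhibition of at least 30% with at least half of replicates also reaching 30%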;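 note: 0% = DMSO neutral control and 100% = excess unlabeled competitor peptide PRC23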
Keap1-Nrf2 PPI = Keap1-Nrf2 (human) interaction inhibition. Q14145. Keap1 Kelch-Nrf2 peptide fluorescence polarization, 1536-well. inhibition, % at 9.4 µM. 0.15% of 340,000 active; in the data active = inhibition above about 12%;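 note: human Keap1 Kelch domain with fluorescein labeled Nrf2 9mer peptide probe; 0% = neutral control wells and 100% = peptide positive control; higher means more block of Keap1 binding to Nrf2 peptide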
Target sequence (Q14145 whole entry, looked up, the tested form may be a part): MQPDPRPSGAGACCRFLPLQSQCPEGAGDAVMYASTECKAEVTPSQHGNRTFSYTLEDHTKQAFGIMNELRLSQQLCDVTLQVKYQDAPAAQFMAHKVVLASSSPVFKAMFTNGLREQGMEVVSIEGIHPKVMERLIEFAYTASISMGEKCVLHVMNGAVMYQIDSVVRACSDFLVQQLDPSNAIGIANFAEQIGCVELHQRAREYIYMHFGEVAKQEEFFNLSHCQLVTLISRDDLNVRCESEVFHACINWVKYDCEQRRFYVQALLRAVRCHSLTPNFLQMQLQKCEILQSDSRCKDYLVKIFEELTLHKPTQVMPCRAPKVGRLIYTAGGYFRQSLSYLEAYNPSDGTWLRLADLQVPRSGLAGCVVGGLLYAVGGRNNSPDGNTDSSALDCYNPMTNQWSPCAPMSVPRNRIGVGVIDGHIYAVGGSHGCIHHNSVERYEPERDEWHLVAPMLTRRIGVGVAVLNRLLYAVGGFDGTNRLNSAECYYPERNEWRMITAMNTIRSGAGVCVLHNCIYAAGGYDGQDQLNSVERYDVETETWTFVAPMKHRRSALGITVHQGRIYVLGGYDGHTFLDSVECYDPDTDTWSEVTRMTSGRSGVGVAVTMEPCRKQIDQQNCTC
* marks the source's active call; other numbers are inactive results; · = not tested or not shown.

structure,MOR-DOR ag,HTR5A inv ctr,HTR5A ag ctr,RTF Ca sens inh,MOR-DOR inv ag,V-ATPase pH,RTF Ca sens act,LANA DNA inh,CAL PDZ FP,Keap1-Nrf2 PPI
COc1ccc(N2C(=O)CC(N3CCN(C(=O)c4ccco4)CC3)C2=O)cc1 (stereo unspecified),0.3,-3,1,-1,-3,1,4,-0.2,-4,1
O=C(c1ccc(Cl)c(S(=O)(=O)N2CCCC2)c1)N1CCCC(C(F)(F)F)C1 (stereo unspecified),-3.2,1,-1,1,16,-3,2,-1.3,-3,1
CCOC(=O)c1cc2sccc2n1CC(=O)C(C)(C)C,2.0,5,0,-5,-10,-2,3,0.5,-6,-2
O=C1N(Cc2ccccc2)c2ccc(Cl)cc2C12OCCO2,0.9,-6,2,0,-4,-1,-3,-1.1,7,-2
O=C(O)CCn1c(=O)n(CCC(=O)O)c(=O)n(CCC(=O)O)c1=O,-2.9,2,-1,-2,14,-4,3,1.0,2,-7
O=c1[nH]c(SCc2cccc(F)c2)nc2c1CCCC2,-1.4,-5,0,9,7,-8,-5,-2.1,-1,-6
O=C(NCC(c1cccs1)N1CCc2ccccc21)c1ccccc1 (stereo unspecified),-2.7,2,11,2,13,-6,-10,0.3,·,-2
CCCNC(=S)N1CCN(Cc2ccc3c(c2)OCO3)CC1,1.0,-28,12*,-2,-5,-3,4,0.6,3,-3
COc1ccc(S(=O)(=O)N2CCN(c3ccccc3)CC2)cc1C(=O)N1CCCC1,-2.3,1,0,-6,13,-4,9,-0.7,-1,-1
CCCn1nnnc1NCc1ccc(OC)cc1OC,-1.4,2,0,2,7,0,-1,-2.9,0,-6
N[C@@H](Cc1ccccc1)C(=O)N1CCC(C(=O)NCC(=O)Nc2ccc(F)cc2)CC1,2.1,-6,2,1,-10,-3,8,0.4,-1,-1
CCOC(=O)CN(C(=O)CSc1nnc(COc2ccc(OC)cc2)n1C)c1ccccc1,0.6,-19,0,-8,-3,1,12,0.7,0,-1
COc1ccc(C(C(=O)NC2CCCC2)N(CCO)C(=O)Cn2nnc(-c3ccc(C)o3)n2)cc1OC (stereo unspecified),-1.2,10,3,-5,7,-4,-2,1.6,-6,-2
COc1cccc(N(C(=O)c2snc(C(N)=O)c2N)C(C(=O)NCC2CCCO2)c2ccc3ncccc3c2)c1 (stereo unspecified),1.9,-7,1,-8,-15,-2,-8,-2.3,·,0
COc1ccc(-c2cc(C(=O)n3cnc4ccccc43)c3ccccc3n2)cc1,-1.7,-14,6,-1,7,5,-4,-0.1,-1,-5
NS(=O)(=O)c1ccc(NC(=O)CSc2n[nH]c(=O)n2C2CC2)cc1,-1.4,22,-9,4,6,-3,-2,-0.3,-6,-5
Cc1c(NC(C)c2cc(Cl)ccc2O)c(=O)n(-c2ccccc2)n1C (stereo unspecified),-2.5,2,-1,-8,13,-3,-1,0.5,2,-3
O=C(NCc1ccccc1)C1CC2CCCC(C1)C2=O (stereo unspecified),-2.6,7,-3,-1,13,-1,0,1.7,·,1
O=C1c2ccccc2C(Nc2ccc3c(c2)OCCO3)N1Cc1ccco1 (stereo unspecified),1.6,0,0,0,-8,1,5,0.1,4,-5
Cc1c(CCOC(=O)C23CC4CC(CC(C4)C2)C3)sc[n+]1Cc1ccccc1,-1.2,12,4,-18,8,3,0,1.2,0,5
CCOc1ccc(-n2c(C)c(C(=O)O)c3cc(OC)ccc32)cc1,-2.0,-3,1,2,11,-3,-4,-2.0,0,-4
CC(=O)C1=NN(c2ccccc2)C(c2cccs2)N1c1ccc(N(C)C)cc1 (stereo unspecified),-0.2,-6,-3,-7,1,-2,1,0.6,-4,-4
CCOCCCNC(=O)C1CCN(C(=O)Nc2ccc(C)cc2)CC1,-1.9,1,1,-3,9,2,2,0.5,-2,-5
C=CCOc1cccc(C2C(C(=O)c3cc4ccccc4o3)=C(O)C(=O)N2c2cc(C)on2)c1 (stereo unspecified),-2.6,-12,3,-6,14,1,7,-0.5,-6,-5
CCn1cc(C(=O)NC2CCCCC2)c(=O)c2ccc(C)nc21,1.7,14,8,-17,-10,-1,1,1.2,0,-3

Given with two lines to a compound: eleven of the compounds above.
The line under a structure holds: MOR-DOR ag | HTR5A inv ctr | HTR5A ag ctr | RTF Ca sens inh | MOR-DOR inv ag | V-ATPase pH | RTF Ca sens act | LANA DNA inh | CAL PDZ FP | Keap1-Nrf2 PPI
- COc1ccc(N2C(=O)CC(N3CCN(C(=O)c4ccco4)CC3)C2=O)cc1 (stereo unspecified)
→ 0.3 | -3 | 1 | -1 | -3 | 1 | 4 | -0.2 | -4 | 1
- O=C(c1ccc(Cl)c(S(=O)(=O)N2CCCC2)c1)N1CCCC(C(F)(F)F)C1 (stereo unspecified)
→ -3.2 | 1 | -1 | 1 | 16 | -3 | 2 | -1.3 | -3 | 1
- CCOC(=O)c1cc2sccc2n1CC(=O)C(C)(C)C
→ 2.0 | 5 | 0 | -5 | -10 | -2 | 3 | 0.5 | -6 | -2
- O=C1N(Cc2ccccc2)c2ccc(Cl)cc2C12OCCO2
→ 0.9 | -6 | 2 | 0 | -4 | -1 | -3 | -1.1 | 7 | -2
- O=C(O)CCn1c(=O)n(CCC(=O)O)c(=O)n(CCC(=O)O)c1=O
→ -2.9 | 2 | -1 | -2 | 14 | -4 | 3 | 1.0 | 2 | -7
- O=c1[nH]c(SCc2cccc(F)c2)nc2c1CCCC2
→ -1.4 | -5 | 0 | 9 | 7 | -8 | -5 | -2.1 | -1 | -6
- O=C(NCC(c1cccs1)N1CCc2ccccc21)c1ccccc1 (stereo unspecified)
→ -2.7 | 2 | 11 | 2 | 13 | -6 | -10 | 0.3 | · | -2
- CCCNC(=S)N1CCN(Cc2ccc3c(c2)OCO3)CC1
→ 1.0 | -28 | 12* | -2 | -5 | -3 | 4 | 0.6 | 3 | -3
- COc1ccc(S(=O)(=O)N2CCN(c3ccccc3)CC2)cc1C(=O)N1CCCC1
→ -2.3 | 1 | 0 | -6 | 13 | -4 | 9 | -0.7 | -1 | -1
- CCCn1nnnc1NCc1ccc(OC)cc1OC
→ -1.4 | 2 | 0 | 2 | 7 | 0 | -1 | -2.9 | 0 | -6
- N[C@@H](Cc1ccccc1)C(=O)N1CCC(C(=O)NCC(=O)Nc2ccc(F)cc2)CC1
→ 2.1 | -6 | 2 | 1 | -10 | -3 | 8 | 0.4 | -1 | -1

Later entries
structure,MOR-DOR ag,HTR5A inv ctr,HTR5A ag ctr,RTF Ca sens inh,MOR-DOR inv ag,V-ATPase pH,RTF Ca sens act,LANA DNA inh,CAL PDZ FP,Keap1-Nrf2 PPI
COc1ccc(-n2cc(CNC3CCN(C)CC3)c(-c3cccc(F)c3)n2)cc1,3.0,-6,2,-2,-14,0,3,-2.5,-1,-2
O=C(N/N=C1\CC2CC=CC12)c1ccccc1Cl (stereo unspecified),1.6,-7,3,-10,-7,3,-1,-8.7,-5,0
CN(CC(=O)NC1CCCCCC1)S(=O)(=O)c1ccc2c(c1)n(C)c(=O)c(=O)n2C,-1.5,8,-3,1,9,1,2,-2.1,·,-5
C/C(=N\OCC(=O)O)c1ccc(Cl)cc1,-1.6,-18,0,2,8,3,2,1.5,-3,-3
O=C(N1CCCCCC1)N1CCN(S(=O)(=O)N2CCCCC2)CC1,-1.1,9,6,-5,5,14,-7,1.5,7,-3
Cc1ccc(CNS(=O)(=O)c2ccc3c(c2)NC(=O)C(C)S3)cc1 (stereo unspecified),2.2,17,2,5,-11,-2,-6,-0.9,-4,-1
c1ccc2c(c1)CCN(C1=Nc3cccc4cccc1c34)C2,3.6,0,2,-5,-18,-3,0,2.0,0,1
OC(CNC1Cc2ccccc2C1)c1ccccc1 (stereo unspecified),-0.5,-27,7,2,3,-2,1,-0.7,-5,-2
Cc1ccc(-c2nnn(CC(=O)N(CC(=O)NC3CCCCC3)c3cccc(F)c3)n2)o1,-2.2,-17,6,-16,14,4,-2,1.8,-3,1
Cn1c(=O)c2ncn(CC(=O)Nc3cc(C(F)(F)F)ccc3N3CCOCC3)c2n(C)c1=O,·,·,·,-3,·,-8,0,-1.7,·,-2
COc1ccc(CNC(=O)C/C(C)=N/NC(=O)COc2ccc(C)cc2Br)cc1,-0.3,2,-1,-10,1,-1,3,-2.6,6,-3
CCOc1ccc2nc(NC3=NC(c4ccc(OC)cc4)CC(=O)N3)nc(C)c2c1 (stereo unspecified),13,-25,6,0,-77,-2,-24,-1.6,-15,-7
CCCCCN=C(C)c1c(O)c2ccccc2oc1=O,0.2,-1,0,-5,-1,-1,0,1.1,4,4
Cc1ccnc(NC(=O)CNC(=O)c2ccc(Br)o2)c1,-1.0,27,8,-2,6,1,-4,2.2,0,2
CNc1c([N+](=O)[O-])cnn1-c1ccc(C)cc1,-1.3,7,-3,-5,6,-1,-4,0.7,·,2
Cn1c(=O)c2c(O)c(Cc3ccccc3)c(=O)n(C)c2n(C)c1=O,-2.2,21,-4,-1,11,6,13,1.1,-1,-4
COc1ccccc1NC(=O)Cc1noc(CSc2nnc(N)s2)n1,-2.2,-7,-4,-1,10,-3,-3,0.3,-2,-5
CCOc1ccc(C2NC(=O)Cc3cc(OC)c(OC)cc32)cc1 (stereo unspecified),-2.5,3,-1,-7,11,-3,-1,-0.1,-2,-1
O=C(CSc1n[nH]c(-c2ccccc2)n1)NCc1cccc(C(=O)O)c1,-1.5,-15,5,-1,8,-1,1,-0.5,6,-2
O=C(Nc1cc(Cl)ccc1O)c1cc2n(n1)C(C(F)(F)F)CC(c1ccc3c(c1)OCO3)N2 (stereo unspecified),5.3,9,4,-4,-23,-1,-1,-1.1,-8,-5
Cc1ccc(CNC(=O)C(C)C2Sc3ccccc3NC2=O)cc1 (stereo unspecified),-1.9,11,6,-5,10,0,-3,-0.1,0,0
CC1(C)C2CCC1(CS(=O)(=O)Nc1ccccc1)C(=O)C2 (stereo unspecified),-3.2,-14,0,-4,16,-2,4,0.8,5,3

Screening results deposited in PubChem BioAssay by several laboratories.
